High-throughput results (PubChem BioAssay)
GPR55 beta-arrestin: GPR55 agonists via beta-arrestin recruitment, primary screen, imaging, U2OS cells, beta-arrestin-GFP redistribution (AID 1961) | G-protein coupled receptor 55 (Homo sapiens) | U2OS GPR55 beta-arrestin-GFP redistribution imaging; higher % means a stronger effect | one-dose activation, % at 10 µM; EC50 in µM for titrated hits | 290,000 compounds, 0.048% hits;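 active = activation above 40% with more than 50 cells counted in the well; inconclusive = wells holding fewer than 50 cells, flagged as toxic or sparse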;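 note: U2OS osteosarcoma cells stably expressing GPR55 and beta-arrestin-GFP; plate controls were DMSO negative control for no effect and LPI positive control for full effect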
KOR beta-arrestin-1: KOR antagonists, beta-arrestin recruitment, cell-based, luminescence, uHTS (AID 1778). Kappa-type opioid receptor (Homo sapiens). KOR beta-arrestin recruitment, luminescence, antagonist mode; higher % means a stronger effect. one-dose inhibition, % at 10 µM; IC50 in µM for titrated hits. 290,000 compounds, 0.091% hits; note: strong numbers were not always called active
Myeloid diff 2: induction of myeloid progenitor differentiation, primary screen, cell-based, flow cytometry, MLPCN library; ER-HoxA9 myeloid progenitors, lysozyme-GFP differentiation; AID 624256, 2012; 360,000 compounds, 1% hits; calls only at 10 µM;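 active = normalized GFP-positive differentiation at or above the plate's own cutoff, the solvent-only control mean plus 3 SD; inconclusive = no clear call, values can overlap the other calls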;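 note: cells exposed to compound for four days before flow analysis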
HIV peptide binding: inhibitors of HIV fusion peptide binding, primary screen, biochemical, uHTS, fluorescence dequenching (AID 1986) | cell-free peptide binding, fluorescence dequenching, 30 min; higher % means a stronger effect | inhibition, % at 20 µM; hits with a dose series show IC50 in µM | 290,000 compounds, 0.3% hits; in the data active = inhibition mostly above about 52%, no sharp cut-off; inactive = mostly below about 76%; note: some results filed as inactive read as strong as hits
KOR beta-arrestin-2: KOR agonists, beta-arrestin recruitment, primary screen, cell-based, luminescence, uHTS (AID 1777) | 280,000 compounds, 0.02% hits | one-dose activation, % at 10 µM; EC50 in µM for titrated hits | KOR beta-arrestin recruitment, luminescence; higher % means a stronger effect; in the data active = activation above about 50%, passing the limit was not always enough; note: a part of the inactive calls stands beside numbers as strong as those of hits
HEK293 NOD2/NF-kB: NOD2 signaling inhibitors, cell-based, luminescence, uHTS, HEK293 (AID 1566). one-dose inhibition, % at 4 µM; EC50 in µM for titrated hits. 290,000 compounds, 0.63% hits. HEK293 NOD2/NF-kB luciferase reporter, luminescence; higher % means a stronger effect; note: many of its hits are not listed in these tables
GPR35 arrestin U2OS: GPR35 antagonists blocking zaprinast-driven arrestin recruitment, primary screen, imaging, U2OS, beta-arrestin-GFP, zaprinast agonist (AID 2058) | G-protein coupled receptor 35 (Homo sapiens) | U2OS GPR35 beta-arrestin-GFP translocation imaging, zaprinast antagonism; higher % means a stronger effect | inhibition, % at 10 µM, or IC50 in µM where a hit was titrated | 290,000 compounds, 0.052% hits;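 active = inhibition of at least 50% with at least 30 cells and total cytoplasm GFP at most 10,000,000; inconclusive = under 30 cells or total GFP of 10,000,000 plus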
GPR55 LPI antagonism: GPR55 antagonists blocking LPI-driven arrestin recruitment, primary screen, imaging, U2OS, beta-arrestin-GFP, LPI agonist (AID 2013) | U2OS GPR55 beta-arrestin-GFP translocation imaging, LPI antagonism; higher % means a stronger effect | G-protein coupled receptor 55 (Homo sapiens) | 290,000 compounds, 0.13% hits | inhibition, % at 10 µM, or IC50 in µM where a hit was titrated;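 active = spots per cell inhibited over 60%, with over 100 cells counted and total cytoplasm intensity under 500,000; inconclusive = wells with under 100 cells, flagged as likely toxic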;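 note: U2OS cells stably carrying GPR55 and arrestin-GFP stimulated by 5 µM LPI near EC80; imaged beta-arrestin-GFP aggregate spots per cell after agonist stimulation; plate controls were LPI-stimulated DMSO wells for no effect and DMSO wells without LPI for full effect; some results filed as inactive read as strong as hits; confirmed hits need IC50 under 10 µM and bright autofluorescent wells are also inconclusive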
NOD1 NF-kB reporter: NOD1 signaling inhibitors, primary screen, cell-based, luminescence, uHTS (AID 1578). NOD1-driven NF-kB luciferase reporter cells, luminescence; higher % means a stronger effect. inhibition, % at 4 µM; hits with a dose series show EC50 in µM. 290,000 compounds, 1% hits; in the data active = inhibition mostly above about 36%, no sharp cut-off; inactive = mostly below about 34%;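 note: HEK-293T reporter cells stimulated with the NOD1 agonist gamma-tri-DAP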
Myeloid diff 2 GFP+ MAC1+ %: also measured in Myeloid diff 2; calls as there; GFP+ MAC1+ double positive, %; measured here: differentiation confirmed by MAC1 staining
Active calls of the source: *; i = inactive; ? = inconclusive; / = not tested or not shown; + = active, no number; [ ] = another dose, or the depositor's remark. Cut-off read from the data, not from the text of the source, unless noted: active = inhibition above about 50%; inactive = the rest. The list is partial; count on the stated rates, not on these rows.

SMILES,GPR55 beta-arrestin,KOR beta-arrestin-1,Myeloid diff 2,Myeloid diff 2 GFP+ MAC1+ %,HIV peptide binding,KOR beta-arrestin-2,HEK293 NOD2/NF-kB,GPR35 arrestin U2OS,GPR55 LPI antagonism,NOD1 NF-kB reporter
Cc1ccc(Oc2ccc(NC(=O)CSc3n[nH]c(N)n3)cc2)cc1,0.3%,40%,i,0.4,1.2%,-1.5%,6%,-12%,2%,36%
CCCCCNC(=O)CC1Nc2c3ccccc3nc(=S)n2C1=O (stereo unspecified),-0.1%,19%,i,0.9,1.4%,-8.5%,10%,13%,7%,-6%
CCCn1c(N/N=C\C=C\c2ccccc2)nc2c1c(=O)[nH]c(=O)n2C,0.9%,-15%,i,0.6,-3.5%,-5.5%,9%,-3%,22%,-33%
O=C(CCN1CCc2ccccc2C1)Nc1ccc(F)cc1,-0.2%,-11%,i,0.8,0.0%,0.1%,14%,-5%,14%,0%
N#C/C(=C(/O)c1cccc(F)c1)c1nc2ccccc2s1,-0.1%,3%,i,0.3,12%,-0.8%,-39%,-15%,-7%,4%
COCCNc1ncnc2nc[nH]c12,0.2%,-15%,i,0.7,1.1%,2.9%,-20%,14%,18%,-28%
Cc1ccc(N2C(=O)C3C(C2=O)C2C=CC3C23CC3)cc1 (stereo unspecified),-0.2%,4%,i,1.3,-1.7%,-2.6%,8%,22%,14%,-9%
COc1ccc(C(C)(C)C)cc1NC(=O)Nc1ccc2c(c1)OCO2,0.8%,-11%,i,0.6,0.4%,-5.3%,-37%,-3%,-1%,-8%
C=CCn1c(-c2ccc(OC)cc2)nc2ccccc21,-0.1%,-8%,i,1.4,-0.1%,-1.9%,-49%,10%,7%,-38%
O=C(NCc1ccoc1)c1ccc(NC(=O)c2ccccc2Cl)cc1,0.5%,-2%,i,0.6,4.8%,-0.5%,8%,-9%,14%,-18%
Cc1nnc(CN(C)C(=O)c2cc(COc3ccc(C)c(C)c3)on2)o1,0.5%,-16%,i,1.5,-1.3%,-5.8%,4%,1%,4%,-37%
COc1ccc2[nH]c(=O)c(CN(Cc3cccnc3)C(=O)Nc3ccccc3)cc2c1,-0.1%,-13%,i,2.4,-1.1%,-4.4%,-1%,4%,15%,-39%
O=C(Nc1ccc2c(c1)OCO2)C1CCCN(c2nc3ccccc3s2)C1 (stereo unspecified),-0.1%,-20%,i,1.0,-4.5%,-2.0%,2%,15%,5%,24%
CC1C=CCC2C(=O)N(c3ccc(OC(=O)c4ccco4)cc3)C(=O)C12 (stereo unspecified),-0.1%,-17%[20 µM],i,0.4,-1.3%,-2.2%,17%,15%,1%,-3%
COc1ccc(C(=O)Nc2ccccc2C(=O)NCc2cccnc2)cc1OC,-0.2%,-2%,i,2.9,-0.5%,4.7%,15%,-3%,2%,-26%
COc1ccc(Br)c(/C=N/NC(=O)COc2ccc(-c3ccccc3)cc2)c1,-0.2%,-59%,i,0.4,-3.6%,6.9%,1%,-2%,13%,9%
CC(C)CC(C)NC(=O)c1ccc(C(F)(F)F)cc1 (stereo unspecified),0.3%,14%,i,0.3,-1.4%,-1.4%,16%,-7%,7%,4%
CC(C)(C)NC(=O)Nc1ccc(Cn2cc(C(F)(F)F)ccc2=O)cc1,0.1%,11%,/,/,-0.1%,-4.8%,5%,-8%,6%,-23%
Cc1ccc(Sc2cc(Cl)nc(N)n2)cc1,-0.1%,-1%,i,0.6,-6.2%,0.6%,-2%,18%,6%,/
CCCCCn1c(NC(=O)c2ccco2)c(S(=O)(=O)c2ccc(C)cc2)c2nc3ccccc3nc21,-0.1%,-4%,+,1.2*,2.4%,-2.0%,29%,6%,28%,41%
COc1cccc(C(=O)NCc2ccc(-c3nc4ccccc4s3)cc2)c1,0.0%,-85%,i,0.9,0.7%,6.2%,-67%,-9%,14%,-64%
Cc1ccc(NC(=O)CN(C)C(=O)C2COc3ccccc3O2)cc1 (stereo unspecified),-0.6%,1%,i,0.1,1.7%,-3.4%,12%,12%,-3%,-7%
O=C(/C=C/c1ccccc1[N+](=O)[O-])c1ccc(F)cc1,0.2%,-11%[20 µM],i,0.2,0.6%,-1.8%,-28%,-18%,-5%,-40%
CN1C(=O)C2(OCCCO2)c2cc(Cl)ccc21,-0.1%,-18%,i,0.2,0.9%,-3.1%,12%,-1%,8%,-20%
CCOc1cccc(CN2CCC(N3CCC(C(=O)NCC4CCCO4)CC3)CC2)c1 (stereo unspecified),-0.2%,29%,i,1.8,0.7%,-0.3%,2%,3%,13%,-25%
O=C1/C(=C/c2cccs2)COc2ccccc21,0.0%,-30%,i,0.2,-1.1%,-5.1%,-8%,14%,11%,-19%
Cc1ccc2c(c1)NC(=O)C(CC(=O)NC1CCCCC1C)O2 (stereo unspecified),-0.1%,6%,i,1.5,0.4%,-2.1%,-1%,-12%,5%,-13%
CCOC(=O)c1cc(NC(=O)N2CCCc3ccccc32)c(C)nc1C,-0.2%,-38%,i,1.6,-2.6%,-9.9%,11%,-7%,0%,9%
O=C(Nc1nnc(S(=O)(=O)N2CCOCC2)s1)c1ccc(Cl)cc1,-0.1%,-6%[20 µM],i,2.2,6.6%,-0.6%,12%,-15%,-8%,-17%
COc1ccc(C(=O)CSc2n[nH]c(N)n2)cc1,0.5%,-42%,i,1.7,-2.2%,3.4%,0%,-12%,8%,-10%
Cc1cc(-c2csc(NC(=O)c3cc4ccccc4o3)n2)c(C)n1C,0.0%,-18%,i,1.7,56%,-1.6%,8%,-4%,3%,-26%
CC1(C)CC(=O)C=C(NNC(=O)c2ccccc2O)C1,-0.1%,-38%,i,6.6,1.5%,1.5%,8%,11%,9%,7%
COC(=O)C1=C(CSc2nc3c(cc2C#N)CN(C)CC3)OC(N)=C(C#N)C1c1ccc(F)cc1 (stereo unspecified),-0.4%,-14%,i,1.2,42%,-2.4%,19%,4%,12%,-37%
CCOC(=O)C1=C(O)/C(=C/c2cc(OC)c(OC)c(OC)c2)SC1=Nc1ccc(OC)cc1,0.5%,-16%,i,0.9,-0.4%,50%,9%,-22%,-7%,0%
COc1cc(C2N(Cc3ccccc3)CCN2Cc2ccccc2)ccc1OC(C)=O,0.3%,-54%[20 µM],i,0.6,1.1%,-1.7%,6%,-6%,6%,4%
COc1cccc(N2CC(O)=C(c3ccccc3)C2=N)c1,-0.3%,13%,i,3.3,-1.9%,0.0%,-8%,8%,3%,19%
O=C(CSC(=S)N1CCCC1)c1ccccc1,-0.1%,-1%,i,1.3,-0.5%,5.6%,-99%,2%,17%,-89%
COc1ccccc1-c1nc(C(=O)NCC2CCCO2)cc2c1[nH]c1ccccc12 (stereo unspecified),-0.2%,-32%[20 µM],?,/,1.0%,/,1%,-12%,6%,2%
Cc1cc(C)cc(OCC(=O)NNC(=O)c2ccoc2C)c1,0.3%,-34%,i,12,0.6%,-1.8%,-6%,-9%,2%,-28%
O=C(O/N=C1\CCS(=O)(=O)c2sccc21)c1ccc(F)cc1,0.0%,-35%,i,0.3,2.8%,-2.2%,-6%,-6%,8%,-50%
Cc1ccc(C(C)NC(=S)NCc2ccc(F)cc2)cc1C (stereo unspecified),-0.1%,-14%,i,1.1,1.0%,0.6%,16%,7%,17%,-16%
Cc1nc(SCC#N)c2c3c(sc2n1)CCC3,0.2%,-9%,i,1.3,2.4%,1.1%,3%,-1%,2%,-6%
CN1C(=O)C(C)(C)c2cc(S(=O)(=O)NCC3CCC(C(=O)NCc4ccc(F)cc4)CC3)ccc21 (stereo unspecified),-0.4%,-12%,?,/,1.9%,1.0%,15%,22%,9%,20%
Cc1ccc(C(=O)NC(=S)NCC2CCCO2)cc1 (stereo unspecified),0.0%,28%,i,1.5,-0.9%,2.3%,-64%,-7%,/,21%
CC(C)N(CC(N)=O)C(=O)Cc1coc2cc3c(cc12)CCC3,-0.1%,-9%,i,0.6,-1.5%,-1.6%,9%,-9%,-5%,-25%
Cc1nn(C)c(C(=O)N/N=C/c2ccccc2)c1[N+](=O)[O-],-0.1%,29%,i,0.6,-1.5%,-0.3%,1%,-6%,9%,14%
Nc1ccccc1SCc1cc([N+](=O)[O-])cc2c1OCOC2,0.0%,-32%,i,1.1,-1.5%,2.5%,-34%,2%,-22%,-13%
COc1cc(OC)cc(C(=O)Nc2cccc(NC(=O)c3ccccc3)c2)c1,0.0%,10%,i,0.3,-1.1%,-3.7%,27%,-9%,6%,2%
CCC(CC)C(=O)Nc1ccc(Cl)c(Cl)c1,-0.1%,15%,i,0.9,-1.8%,0.4%,19%,-4%,8%,16%

Single records (already shown):
`O=C(O/N=C1\CCS(=O)(=O)c2sccc21)c1ccc(F)cc1` is listed as GPR55 beta-arrestin = 0.0%; KOR beta-arrestin-1 = -35%; Myeloid diff 2 = i; Myeloid diff 2 GFP+ MAC1+ % = 0.3; HIV peptide binding = 2.8%; KOR beta-arrestin-2 = -2.2%; HEK293 NOD2/NF-kB = -6%; GPR35 arrestin U2OS = -6%; GPR55 LPI antagonism = 8%; NOD1 NF-kB reporter = -50%
`CN1C(=O)C2(OCCCO2)c2cc(Cl)ccc21` is listed as GPR55 beta-arrestin = -0.1%; KOR beta-arrestin-1 = -18%; Myeloid diff 2 = i; Myeloid diff 2 GFP+ MAC1+ % = 0.2; HIV peptide binding = 0.9%; KOR beta-arrestin-2 = -3.1%; HEK293 NOD2/NF-kB = 12%; GPR35 arrestin U2OS = -1%; GPR55 LPI antagonism = 8%; NOD1 NF-kB reporter = -20%
